# ERK EGF inh: EGF-driven ERK pathway inhibition | Potency, µM (highest dose often 11.5 µM), for inactives: top-dose activity change, negative = inhibition, hits mostly inhibitors | HEK293-V1b, EGF-stimulated phospho-ERK AlphaScreen | 130,000 tested, 0.41% active; active means well fitted inhibition curve with a large enough effect; inconclusive means small, poorly fitted or top-dose-only effect, or effect the other way;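 further: plate controls were stimulated vehicle wells for no effect and unstimulated vehicle basal for full effect; nearly all actives have a fitted effect of over 55% in size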
#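 Readout: AlphaScreen signal for phosphorylated ERK in lysed HEK293 cells stably expressing V1b. Stimulus 25 nM EGF, 5 min, following 30 min compound exposure. Data scaled to DMSO basal and full EGF activation.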
# An asterisk follows results filed as active; u = inconclusive; [ ] = remark or other dose. Potency means the concentration at half of the fitted maximal effect. This is a subset, so the mix of outcomes need not match the whole.
# The first 5 records, to show the layout:
SMILES,ERK EGF inh
C[C@@H](C(=O)OCC(=O)Nc1cc(S(=O)(=O)N2CCOCC2)ccc1Cl)N1C(=O)C2CCCCC2C1=O (some centres not stated),-6%
Cc1cc(C)c(OCC(=O)Nc2ccc(NC(=O)c3ccco3)cc2)c([N+](=O)[O-])c1,-5%
COc1ccccc1N(CC(O)COc1c(C)cc(C)cc1C)S(=O)(=O)c1ccccc1 (configuration not stated),7%
NC(=O)CC(NC(=O)c1ccccc1)c1ccc(NCCOc2ccccc2)c([N+](=O)[O-])c1 (configuration not stated),-18%[57.5 µM]
O=C(NCCO)C1CCN(C(=O)c2ccc(-c3ccccc3)cc2)CC1,-3%

# All compounds of this part, previewed entries included:
SMILES,ERK EGF inh
C[C@@H](C(=O)OCC(=O)Nc1cc(S(=O)(=O)N2CCOCC2)ccc1Cl)N1C(=O)C2CCCCC2C1=O (some centres not stated),-6%
Cc1cc(C)c(OCC(=O)Nc2ccc(NC(=O)c3ccco3)cc2)c([N+](=O)[O-])c1,-5%
COc1ccccc1N(CC(O)COc1c(C)cc(C)cc1C)S(=O)(=O)c1ccccc1 (configuration not stated),7%
NC(=O)CC(NC(=O)c1ccccc1)c1ccc(NCCOc2ccccc2)c([N+](=O)[O-])c1 (configuration not stated),-18%[57.5 µM]
O=C(NCCO)C1CCN(C(=O)c2ccc(-c3ccccc3)cc2)CC1,-3%
NS(=O)(=O)c1ccc(CCNC(=O)Cc2ccc(S(=O)(=O)N3CCCC3)s2)cc1,4%[57.5 µM]
COCC1CCCN(Cc2nc(Cc3ccccc3)no2)C1 (configuration not stated),4%
CCN(CC)S(=O)(=O)c1ccc(/C=C/C(=O)Nc2ccccc2N2CCOCC2)cc1,-16%[57.5 µM]
CCC(C)NC(=O)Nc1ccc(Br)cc1Cl (configuration not stated),-6%[57.5 µM]
Cc1ccccc1NC(=O)CSc1nc(O)cc(=O)n1C,2%[57.5 µM]
COc1ccc(-c2cn(-c3ccc(SC(F)F)cc3)c3[n+]2CCC3)cc1OC,-3%
N#Cc1ccc(NC(=S)Nc2ccccc2)cc1,1%
CC/C=C\C/C=C\C/C=C\C/C=C\C/C=C\C/C=C\CCC(=O)O,28%
Cc1ccc(OCc2ccc(C(=O)NCc3cccnc3)cc2)cc1C,-12%
CC(NC(=O)c1cc(Br)ccc1Cl)c1ccccc1 (configuration not stated),4%[57.5 µM]
COc1ccc(/C=C/C(=O)O/N=C(\N)c2cccnc2)cc1OC,-8%[57.5 µM]
Cn1c(N)c(C(=O)COC(=O)CSc2ccc(Cl)cc2)c(=O)n(C)c1=O,2%
O=C(c1cnc2nc3ccccc3n2c1)c1cc(F)ccc1O,-7%
COc1ccc(C(=O)Nc2ccccc2N2CCOCC2)cc1[N+](=O)[O-],1%
COc1ccc(-c2nn(CCC#N)cc2/C=N/O)cc1OC,1%
CCNS(=O)(=O)c1ccc(CCC(=O)NCc2ccc(C)cc2)cc1,-3%
COc1cc(-c2nnc(-c3ccco3)o2)ccc1OCc1ccccc1,-6%
Cc1ccc(OCc2nnc(SCC(=O)Nc3ncc(C)s3)o2)cc1,-9%[57.5 µM]
Cc1cc(C)c(S(=O)(=O)/N=C2/C=C(Sc3ncn[nH]3)C(=O)c3ccccc32)cc1C,8%
Cc1cc(OC(=O)Cc2cccc3ccccc23)c([N+](=O)[O-])c(=O)[nH]1,-4%

# Already shown: 3 of the compounds above.
SMILES,ERK EGF inh
Cc1ccc(OCc2nnc(SCC(=O)Nc3ncc(C)s3)o2)cc1,-9%[57.5 µM]
Cc1cc(C)c(S(=O)(=O)/N=C2/C=C(Sc3ncn[nH]3)C(=O)c3ccccc32)cc1C,8%
Cc1cc(OC(=O)Cc2cccc3ccccc23)c([N+](=O)[O-])c(=O)[nH]1,-4%

# (list continues)
SMILES,ERK EGF inh
CCC(=O)N1CCN(CCN=CC2=C(O)CC(c3ccc(OC)cc3)CC2=O)CC1 (configuration not stated),-1%
Cn1cc(C(=O)NCc2cccs2)c(=O)c2cc(S(=O)(=O)N3CCCC3)ccc21,14%
COc1ccccc1/C=C(\NC(=O)c1ccc(OC)c(OC)c1)C(=O)Nc1cc([N+](=O)[O-])ccc1C,-1%
COCCNC(=O)c1cc(Sc2nnc(C)s2)nc2ccccc12,6%[57.5 µM]
COc1cccc(Nc2nc3ccccc3n2C(C)C)c1,2%
CCc1cc2ccc(C)cc2nc1SCC(=O)Nc1c[nH]c(=O)[nH]c1=O,6%
CN(C)c1nc(N(C)C)n(C(=O)c2ccc(F)cc2)n1,-2%
Cc1ccc(S(=O)(=O)N(C)C)cc1NC(=O)c1cncc(Br)c1,0%
O=C(Cn1cnc2cc([N+](=O)[O-])ccc2c1=O)NCc1ccc(Cl)cc1,-6%
C#CCOCCOCCOCCNc1nc(N2CCN(C(=O)[C@H](CCC(=O)O)n3cc(C(N)Cc4ccc(O)cc4)nn3)CC2)nc(N2CCN(C(=O)[C@H](CCCCN)n3cc(C(N)[C@H](C)CC)nn3)CC2)n1 (some centres not stated),7%[57.5 µM]
CCN(CC)c1ccc(/C=N/Nc2cccc(C)c2)c(O)c1,6%
CCCNc1nc(C)cc(-c2cc(C(=O)NC3CCCC3)on2)n1,-22%[57.5 µM]
CNC(=O)c1cc2c(ccc3ccccc32)oc1=N,7%
Cc1ccc(C(=O)OCC(=O)c2c(N)n(C)c(=O)n(C)c2=O)cc1S(=O)(=O)N1CCCCC1,3%
Cc1ccc(-c2ccc(/C=N/n3cnnc3)o2)cc1,5%[57.5 µM]
Cc1c(NC(=O)/C(C#N)=C\c2cccs2)c(=O)n(-c2ccccc2)n1C,-1%
O=C(COC(=O)C1(c2ccc(Cl)cc2)CCCC1)N1CCc2ccccc21,-4%
O=C(CNc1ccccc1)N/N=C/c1ccc2c(c1)OCCO2,-4%
COc1ccc2c(c1)nc(SCC(C)O)n2C (configuration not stated),-2%
COc1ccc(C(=O)Nc2ccc(Cl)c(S(=O)(=O)Nc3ccccc3OC)c2)cc1,1%
CCCN(CC(=O)Nc1cccc(S(N)(=O)=O)c1)CC(=O)Nc1ccc(F)c(F)c1F,10%[57.5 µM]
COc1cccc(OC)c1OCCNCC1CSc2ccccc2O1 (configuration not stated),16%
NC(=O)CSc1nnc2ccc(-c3ccc(Cl)cc3)nn12,4%
O/N=C1\CCCc2ccc(Cl)cc21,-4%
O=C(COC(=O)/C=C/c1ccc2c(c1)OCO2)Nc1ccc(S(=O)(=O)N2CCCC2)cc1,-3%

# 3 structures from above, sorted by SMILES length, rising:
SMILES,ERK EGF inh
COc1cccc(Nc2nc3ccccc3n2C(C)C)c1,2%
Cc1ccc(-c2ccc(/C=N/n3cnnc3)o2)cc1,5%[57.5 µM]
CCc1cc2ccc(C)cc2nc1SCC(=O)Nc1c[nH]c(=O)[nH]c1=O,6%

# (continued)
SMILES,ERK EGF inh
COC(=O)N1CCCc2cc(C)ccc21,-6%
CCOc1ccc(-c2cn3ccccc3n2)cc1[N+](=O)[O-],0%
COc1ccc(C(C)=O)cc1COC(=O)CNC(=O)c1ccc(Cl)cc1,22%
COCCCNc1nc2c(-c3cccc(C)c3)nnn2c2ccccc12,6%
O=C(COC(=O)COc1ccccc1F)Nc1ccc(Cl)cn1,8%[57.5 µM]
Cc1cc(NC(=O)COn2nnc3ccc(S(C)(=O)=O)cc32)ccc1Br,4%[57.5 µM]
COc1cc(/C=C/C(=O)c2cccc([N+](=O)[O-])c2)cc(OC)c1OC,3%
CC(C)CNC(=O)C1CCN(Cc2ccc(OCc3ccccc3)cc2)CC1,2%
O=C(c1ccccc1)c1ccc2nc(-c3ccco3)c(-c3ccco3)nc2c1,0%
CN(NC1OC(=O)c2ccccc21)c1ncc(Cl)cc1C(F)(F)F (configuration not stated),-9%[57.5 µM]
Cc1cc(NC(=O)CSc2nnc(-c3ccccc3)c(-c3ccccc3)n2)no1,8%
Cc1onc(C(=O)NN)c1-c1csc(COc2ccccc2)n1,-13%[57.5 µM]
Cc1cc(C)n2ncc(C(=O)O)c2n1,-2%
CN(CC(=O)NCCc1ccccc1)S(=O)(=O)c1ccccc1,0%
O=[N+]([O-])c1ccc2nc(-c3ccccc3)oc2c1,41%
O=C(N(c1ccccc1)c1ccccc1)N(c1ccccc1)c1ccccc1,-3%[57.5 µM]
O=C(Nc1ncc(Cc2cccc(C(F)(F)F)c2)s1)C1CCCO1 (configuration not stated),-1%[57.5 µM]
O=C(NNC1=NS(=O)(=O)c2ccccc21)c1ccc(Cl)cc1,-5%
O=C(Nc1ccc2c(c1)CCC2)Nc1ccc2c(c1)OCO2,-5%
O=C(CN(Cc1ccccc1)C(=O)c1csnn1)NCc1ccccc1,-17%
COc1cc(/C=C/CO)cc(OC)c1OC/C=C(\C)CCC=C(C)C,4%[57.5 µM]
O=C(Nc1cccc(Oc2ccc(C(=O)O)c(C(=O)O)c2)c1)c1ccc(-c2ccccc2)cc1,-4%[57.5 µM]
Cc1c(NC(=O)c2cccs2)cccc1[N+](=O)[O-],0%[57.5 µM]
C/C=C\C=C\C(=O)N1CC2(CC(c3cccc(NC(=O)CC)c3)=NO2)C[C@H]1C(N)=O (some centres not stated),-13%[57.5 µM]
O=c1c(Cl)c(N2CCN(c3ccc(F)cc3)CC2)cnn1-c1nc2ccccc2s1,0%

# (more compounds)
SMILES,ERK EGF inh
CCOC(=O)N1CCN(C(c2ccc(C)cc2)c2sc3nc(C)nn3c2O)CC1 (configuration not stated),-7%[57.5 µM]
Cc1nc2ccccn2c1C(=O)NNS(=O)(=O)c1ccc(C(C)(C)C)cc1,-3%
Cc1ccc(F)c([C@H]2[C@H]3C=CC[C@@H](C)[C@@H]3C(=O)N2Cc2ccccc2)c1,3%[57.5 µM]
Cc1ccccc1NC(=S)N(CCN1CCCCCC1)Cc1cccs1,8%
Cc1ccc(S(=O)(=O)N(CC(=O)N/N=C/c2ccco2)c2cc(Cl)cc(Cl)c2)cc1,1%
OCCNCC12CC3CC(CC(C3)C1)C2,6%
COc1ccc(NC(=O)Cn2nnc(-c3ccccc3NS(=O)(=O)c3ccccc3)n2)cc1,1%
Cc1c(N=Cc2c(O)n(Cc3ccco3)c(=O)c3ccccc23)c(=O)n(-c2ccccc2)n1C,-2%
O=C(O)c1ccc(NC(=O)c2cn(-c3ccccc3)nc2-c2ccc(F)cc2)cc1,1%[57.5 µM]
Cc1ccc(NC(=O)Nc2ccc(Cl)cc2)c(Br)c1,-7%
O=C(CN1CCN(C2CCCCC2)CC1)Nc1cccc2ccccc12,-7%
COc1ccc(-c2cc(C(=O)NC(Cc3c[nH]c4ccccc34)C(=O)O)c(C)o2)cc1OC (configuration not stated),10%
CSc1nc2nc3c(cc2c(=O)n1-c1ccccc1C)CCCC3,-2%[57.5 µM]
O=C(O)/C(=C\c1ccc(Br)cc1)c1ccc(S(=O)(=O)N2CCCCC2)s1,-7%
COc1ccc(CNC(=O)CSc2cccc3cccnc23)cc1,6%[57.5 µM]
O=C1/C(=C/c2cccc([N+](=O)[O-])c2)CSc2ccc(Cl)cc21,-4%[57.5 µM]
O=C(OCc1csc(-c2ccccc2)n1)c1ccccc1O,-10%
Fc1ccccc1COc1ccc2ccccc2c1CNc1nn[nH]n1,4%
CC1=NCCN1S(=O)(=O)c1cc([N+](=O)[O-])ccc1Cl,0%
CCn1c(NC(=O)c2cccc(Cn3cc(Cl)cn3)c2)nc2ccccc21,1%
CSc1ccccc1C(=O)C1CCCN(Cc2cnn(-c3ccccc3)c2)C1 (configuration not stated),u
CCCCCC1=CCC/C1=N\NC(=O)c1ccc2c(c1)OCO2,-3%
CCC1=C2CC[C@H]3C(=O)NC(=O)[C@H]3[C@H]2[C@@]2(C)C(=NCC(=O)OC)OC(=O)N2C1=O,0%
CCC1=NN2C(=N)/C(=C\c3cccn3-c3ccc(Cl)cc3)C(=O)N=C2S1,-4%
Brc1csc(/C=N/Nc2nc3ccccc3s2)c1,u

# Continuation:
SMILES,ERK EGF inh
CC(C)CC(CO)N1CCN(C(=O)c2ccc(C(C)(C)C)cc2)CCC1=O (configuration not stated),-16%
Cc1ccc(NC(=O)c2cc(-c3ccccc3)nn2-c2ccccc2)cc1,3%
O=C(NCc1ccccn1)c1cccn1-c1ncc(C(F)(F)F)cc1Cl,1%
S=C(NCc1cccc(Cl)c1)NC1CCCCC1,9%
COc1ccccc1CNC(=O)/C=C/c1ccc(S(=O)(=O)NCc2ccco2)cc1,2%
COc1ccc2cc(C(=O)Nc3ccc(O)cc3)sc(=O)c2c1OC,0%
COc1cc(C(=O)OC2CSCC2NC(=O)c2ccccc2)cc(OC)c1OC (configuration not stated),-6%
CCC(CC)=NNc1cccc([N+](=O)[O-])c1,-1%
O=C(CCCCCn1c(SCc2ccncc2)nc2ccccc2c1=O)NCc1ccco1,0%
CCC(C)(C)C(=O)Nc1cc([N+](=O)[O-])ccc1Cl,1%
C=CCn1c(Sc2ncc([N+](=O)[O-])s2)n[nH]c1=O,u
C=CCN(CC=C)CCOc1ccc(C)cc1[N+](=O)[O-],-25%
Cc1nn(-c2nc3ccccc3s2)c(C)c1Oc1ccccc1O,u
CCOC(=O)c1ccc(NC(=O)COc2ccccc2CNC2CCCC2)cc1,-11%
CC(C)(C)NS(=O)(=O)c1ccc(NC(=O)C2CCCCC2)cc1,-6%
Cc1cc(C)c(C2=NOC3C4CCC(C4)C23)c(C)c1 (configuration not stated),-7%
Cc1ccc(-c2ccc3nnc(SCC(N)=O)n3n2)cc1,-6%

# Source: PubChem (National Center for Advancing Translational Sciences (NCATS))
